# PhoP GFP inhibition = Inhibition of PhoP regulon, Salmonella typhi GFP reporter cells, confirmation, 4 h (AID 1850). 310,000 compounds, 0.33% hits. inhibition, % at 50 µM, or IC50 in µM where a hit was titrated. Salmonella Typhi PhoP-promoter GFP reporter, fluorescence, 4 h; higher % means a stronger effect; in the data active = a potency from the dose series; inconclusive = inhibition mostly from about 25% at the one dose, without a potency; inactive = the rest, 99 in 100 with inhibition below about 19%;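 note: 0% = induced wells with vehicle and 100% = uninduced wells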
# tuberculosis growth = growth inhibition of non-replicating M. tuberculosis (AID 488890) | inhibition, % at 25 µM, or IC50 in µM where a hit was titrated | 320,000 compounds, 0.39% hits | Mycobacterium tuberculosis non-replicating, growth inhibition; higher % means a stronger effect; in the data active = a potency from the dose series; inconclusive = inhibition mostly from about 82% at the one dose, without a potency; inactive = the rest, 99 in 100 with inhibition below about 76%;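 note: plate controls were DMSO cells for no effect and high antibiotic wells for full effect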
# H1N1 NS1A inhibition = NS1A inhibition, H1N1 influenza, cell based functional assay (AID 504329). NS1A functional cell-based assay, percent inhibition; higher % means a stronger effect. one-dose inhibition, % at 12.5 µM; IC50 in µM for titrated hits. 340,000 compounds, 0.3% hits; in the data active = a potency from the dose series; inconclusive = inhibition above about 27% without an active follow-up result; note: strong numbers were not always called active
# inhibitors of VEEV = inhibitors of VEEV TC-83 cytopathic effect, confirmation, Vero cells (AID 588727); Vero cells, VEEV TC-83 cytopathic effect inhibition; higher % means a stronger effect; 350,000 compounds, 0.13% hits; one-dose inhibition, % at 20 µM; IC50 in µM for titrated hits; in the data active = a potency from the dose series; inconclusive = inhibition mostly from about 14% at the one dose, without a potency; inactive = the rest, 99 in 100 with inhibition below about 12%; note: strong numbers were not always called active
# M. tuberculosis HTS = M. tuberculosis growth inhibition, HTS (AID 449762); M. tuberculosis H37Rv growth inhibition, 7H9 media; higher % means a stronger effect; inhibition, % at 25 µM, or IC50 in µM where a hit was titrated; 330,000 compounds, 0.59% hits; in the data active = a potency from the dose series; inconclusive = inhibition above about 70% without an active follow-up result;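 note: bacterial growth assessed after seven days of incubation; strong numbers were not always called active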
# * marks the source's active call; other numbers are inactive results; i = inactive; ? = inconclusive; · = no result given. Not a hit list; about 1.6% have a hit in one of these screens.
mol,PhoP GFP inhibition,tuberculosis growth,H1N1 NS1A inhibition,inhibitors of VEEV,M. tuberculosis HTS
CCCC(C(=O)Nc1ccc(S(=O)(=O)Nc2nccs2)cc1)c1ccccc1 (stereo not drawn),·,·,-1%,4.7%,·
CCc1nc(SCc2cccnc2)[nH]c(=O)c1C,-2%,2%,4%,4.5%,-2%
Cc1c(C#N)c2ccccc2n1CC(=O)O,7%,-5%,1%,0.8%,1%
NNC(=O)CCn1c2ccccc2c2ccccc21,-4%,8%,-4%,3.6%,2%
Cn1c(CNc2nc3ccccc3n2CCN2CCCCC2)nc2ccccc21,0%,53%,-2%,1.2%,2%
O=C(NCc1ccncc1)c1cnccn1,9%,·,-2%,2.4%,0%
O=C(CN1CCCC1)Nc1nnc(-c2cccs2)s1,-13%,1%,-4%,0.0%,-8%
COc1cc(OC)c(C(=O)/C=C/c2ccc(OCc3ccccc3)c(OC)c2)c(OC)c1,-6%,46%,4%,1.4%,55%
CCN1/C(=C/c2ccc3ccccc3[n+]2CCCS(=O)(=O)[O-])C=Cc2cc(C)ccc21,14%,11%,20%,0.1%,3%
O=C1CC2c3ccccc3C1C1C(=O)N(CCc3ccccc3)C(=O)C21 (stereo not drawn),-5%,-4%,-8%,i,-4%
CC(=O)NC1C(=O)Nc2c1cccc2C(F)(F)F (stereo not drawn),14%,-19%,2%,0.2%,5%
CC(=O)N(/N=C/c1ccc(C)cc1)c1nc(CCl)cs1,0%,-9%,-1%,0.9%,-4%
COc1ccc(S(=O)(=O)N2CCN(C(=O)c3cc(C)oc3C)CC2)cc1,-5%,8%,11%,1.3%,4%
CCN1C(=O)[C@H]2[C@@H](c3ccc(-c4ccc(OC)cc4)cc3)N[C@@](CC(C)C)(C(=O)OC)[C@H]2C1=O,8%,4%,8%,1.5%,0%
CCCn1c(N)[n+](CC(=O)c2ccco2)c2ccccc21,7%,-8%,-17%,i,1%
CCOC(=O)C(Sc1n[nH]c(N)n1)c1ccccc1 (stereo not drawn),14%,-8%,5%,1.0%,8%
CCN1CCN(c2ncnc3scc(-c4ccc(C)cc4)c23)CC1,-4%,22%,20%,0.6%,2%
COc1cc2c(cc1OC)C(C)=NCC2,-12%,-7%,-8%,0.2%,-10%
CCOc1ccc(S(=O)(=O)N=C(c2ccccc2)N2CCOCC2)cc1,·,-11%,2%,1.6%,0%
Cc1cc(N)n(-c2ncnc3scc(-c4ccc(Cl)cc4)c23)n1,-2%,14%,-3%,1.6%,-2%
Cc1ccccc1Nc1ncnc2c1cnn2Cc1ccccc1,4%,21%,·,6.4%,4%
COc1ccc(CCCN2CCC(CN3CCNC(=O)C3=O)CC2)cc1OC,·,·,-8%,0.1%,·
Cc1cccc(CCN(CC(=O)NC2CCCCC2)C(=O)c2csnn2)c1,-11%,24%,-3%,2.2%,10%
Cc1ccc(Cn2c(-n3nc(C)cc3C)nc3c2c(=O)[nH]c(=O)n3C)cc1,-6%,6%,1%,i,0%
CCOc1ccccc1NS(=O)(=O)N(C)C,-7%,13%,1%,1.6%,9%
Nc1ccc2nc(Cc3ccccc3)[nH]c2c1,-6%,-2%,16%,0.5%,8%
CCCOc1ccc(N2C(=O)C3ON(c4ccccc4)C(CCC)C3C2=O)cc1 (stereo not drawn),-8%,6%,3%,2.6%,-8%
O=C(CNC(=O)c1ccccc1)OC(C(=O)Nc1cc(C(F)(F)F)ccc1Cl)c1ccccc1 (stereo not drawn),-10%,-15%,12%,1.0%,-5%
Nc1ccc2c(c1)nnn2-c1ccccc1,7%,77%,2%,0.7%,92%
CCCn1c(C)cc(=O)c2cc(NC(=O)c3ccccn3)ccc21,2%,8%,8%,11%,5%
CCN(CC)c1nc(C#N)cc(-c2ccc(OC)cc2)n1,-2%,24%,-39%,6.8%,?
Cc1ccn2c(NC3CCCCC3)c(C)nc2c1,-6%,40%,16%,i,11%
COc1ccc(C(C)=O)cc1CC(C(=O)c1ccc(F)cc1)N(C)C (stereo not drawn),-14%,20%,-12%,0.6%,0%
CCn1c(=O)c(C(=O)NNS(=O)(=O)c2ccc(Cl)cc2)c(O)c2ccccc21,-1%,27%,3%,0.1%,-3%
COc1cc(/C=N/Nc2nc3ccccc3[nH]c2=O)ccc1O,-4%,-9%,0%,1.4%,7%
O=C(CNC(=O)c1ccc(Br)o1)Nc1ncccc1O,-7%,-13%,-2%,1.0%,3%
Cc1cccc(N2CCc3c2nc2ccc(Br)cc2c3N)c1,-6%,34%,-14%,i,?
O=C(CC1C(=O)NCCN1C(=O)Nc1ccccc1)Nc1cc(Cl)ccc1Cl (stereo not drawn),15%,0%,1%,0.5%,-3%
O=C(NCCC(=O)N(CCc1ccccc1)Cc1ccccc1)c1ccc([N+](=O)[O-])cc1,3%,14%,-10%,1.1%,9%
O=C(Nc1cccc2c1C(=O)NC2=O)c1ccc(S(=O)(=O)N2CCCC2)cc1,-4%,-23%,-9%,0.6%,-5%
C=CCn1c(SCC(=O)Nc2sccc2C#N)nc2sc(C)c(C)c2c1=O,-9%,-8%,-8%,i,7%
CCOC(=O)Cn1c2ccccc2n2nc(CCC(=O)O)c(=O)nc12,-15%,-16%,2%,i,10%
COc1ccc(-c2c(C#N)c(C)nc3c2C(=O)c2ccccc2-3)cc1,-1%,11%,2%,0.1%,-7%
Cc1ccc2oc(=O)n(CCC(=O)Nc3ccc(N4CCOCC4)cc3)c2c1,-10%,3%,21%,8.0%,-23%
O=C(Nc1ccc2c(c1)OCO2)C1CCCN1C(=O)Nc1ccccc1 (stereo not drawn),9%,-7%,-1%,2.4%,2%
Cc1ccc(C)c(NC(=O)NNC(=O)CCc2ccccc2)c1,-13%,-11%,8%,1.3%,-1%
O=c1ccn(-c2cccc(C(F)(F)F)c2)nc1-c1ccn(-c2ccccc2F)n1,-14%,37%,-6%,7.2%,39%
COc1ccc(C(=O)N/N=C/c2cc3ccccc3[nH]c2=S)cc1,5%,?,14%,7.9%,0%
O=C(NCc1ccccc1Cl)C1CCCO1 (stereo not drawn),4%,8%,-5%,0.4%,-2%
CCCCNC(=O)Nc1ccc2c(c1)N(C)C(=O)c1ccccc1S2,-11%,22%,-23%,1.2%,-8%
CCCCCn1c(=O)[nH]c2cc(C(=O)NCCCN3CCCCC3C)ccc2c1=O (stereo not drawn),-16%,8%,-3%,0.5%,2%
CC1CCCCN1C(=O)CSc1nnc(CSc2ncccn2)n1C (stereo not drawn),2%,1%,1%,0.8%,6%
O=C(Cn1c(=O)oc2cc(S(=O)(=O)NCc3ccccc3)ccc21)N1CCCC1,4%,6%,3%,0.5%,-4%
CCSc1nc2sc3c(c2c(=O)n1-c1ccccc1C)CCN(C)C3,-4%,73%,0%,i,11%
O=C(c1ccccc1)c1ccc(OCC(O)CN2CCN(S(=O)(=O)N3CCCCC3)CC2)cc1 (stereo not drawn),-2%,36%,6%,i,24%
COc1ccc(NC(=O)CSc2nnc(NC(=O)CN3CCOCC3)s2)cc1,-17%,-9%,-11%,i,2%

# Next results.
mol,PhoP GFP inhibition,tuberculosis growth,H1N1 NS1A inhibition,inhibitors of VEEV,M. tuberculosis HTS
O=C(Nc1sc2c(c1-c1nc3ccccc3[nH]1)CCCC2)C1CC1,7%,17%,11%,1.6%,0%
CCN(CC)CCNC(=O)c1ccc(NC(=O)c2ccc(COc3ccccc3)cc2)cc1,-7%,14%,-2%,7.5%,10%
COc1cccc(CNC(=O)COc2cccc(-n3cnnn3)c2)c1,0%,-6%,-4%,2.3%,-3%
CC(C)OC(=O)c1cccc(NC(=O)CSc2nnc(N)s2)c1,10%,50%,-3%,i,6%
CCOC(=O)C1CCN(c2c(NCc3ccc(C(=O)NC4CCCC4)cc3)c(=O)c2=O)CC1,·,·,4%,0.5%,-5%
CSCCC1NC(=O)N(CC(=O)Nc2ccc(Br)cc2Br)C1=O (stereo not drawn),1%,-3%,-14%,i,-9%
S=C(Nc1ccc(Cl)cc1)NC1CC2CCCC(C1)N2C1CCCC1 (stereo not drawn),9%,49%,-5%,i,15%
CN(C)S(=O)(=O)c1ccc(N2C(=O)CC2(/C=C/c2ccccc2)C(=O)NC2CCCC2)cc1 (stereo not drawn),4%,-14%,-2%,0.4%,-4%
O=C(Nc1ccccc1)C1CC(=O)n2ncnc2N1 (stereo not drawn),5%,11%,-9%,3.7%,-5%
COc1ccccc1NC(=O)c1cc2ccccc2o1,-6%,76%,-3%,5.7%,?
Fc1ccccc1NC(=S)N(CCCN1CCOCC1)Cc1cccnc1,-16%,-14%,1%,0.1%,-2%
CC(C)(C)S(=O)N1Cc2cc(CO)cc(CCO)c2[C@@H]1CCO (stereo partly drawn),·,·,-15%,0.4%,·
O=C(O)c1cccnc1SC1CC(=O)N(c2cccc3ccccc23)C1=O (stereo not drawn),3%,61%,·,·,5%
CCOC(=O)N1CCN(C(=O)C(c2ccccc2)c2ccccc2)CC1,-3%,2%,0%,0.7%,-7%
COc1ccc(C2CC(=O)Oc3cc(OC)c(OC)c(OC)c32)cc1 (stereo not drawn),·,·,-7%,2.8%,·
COc1cccc(N2C(=O)C(O)=C(C(C)=O)C2c2ccc(OC)c(OC)c2)c1 (stereo not drawn),4%,5%,-4%,1.6%,0%

# 17 entries already listed, sorted by formula weight, descending.
mol,PhoP GFP inhibition,tuberculosis growth,H1N1 NS1A inhibition,inhibitors of VEEV,M. tuberculosis HTS
O=C(c1ccccc1)c1ccc(OCC(O)CN2CCN(S(=O)(=O)N3CCCCC3)CC2)cc1 (stereo not drawn),-2%,36%,6%,i,24%
CN(C)S(=O)(=O)c1ccc(N2C(=O)CC2(/C=C/c2ccccc2)C(=O)NC2CCCC2)cc1 (stereo not drawn),4%,-14%,-2%,0.4%,-4%
CSCCC1NC(=O)N(CC(=O)Nc2ccc(Br)cc2Br)C1=O (stereo not drawn),1%,-3%,-14%,i,-9%
CCOC(=O)C1CCN(c2c(NCc3ccc(C(=O)NC4CCCC4)cc3)c(=O)c2=O)CC1,·,·,4%,0.5%,-5%
CCN(CC)CCNC(=O)c1ccc(NC(=O)c2ccc(COc3ccccc3)cc2)cc1,-7%,14%,-2%,7.5%,10%
COc1ccc(NC(=O)CSc2nnc(NC(=O)CN3CCOCC3)s2)cc1,-17%,-9%,-11%,i,2%
O=C(Cn1c(=O)oc2cc(S(=O)(=O)NCc3ccccc3)ccc21)N1CCCC1,4%,6%,3%,0.5%,-4%
Fc1ccccc1NC(=S)N(CCCN1CCOCC1)Cc1cccnc1,-16%,-14%,1%,0.1%,-2%
COc1cccc(N2C(=O)C(O)=C(C(C)=O)C2c2ccc(OC)c(OC)c2)c1 (stereo not drawn),4%,5%,-4%,1.6%,0%
S=C(Nc1ccc(Cl)cc1)NC1CC2CCCC(C1)N2C1CCCC1 (stereo not drawn),9%,49%,-5%,i,15%
CCSc1nc2sc3c(c2c(=O)n1-c1ccccc1C)CCN(C)C3,-4%,73%,0%,i,11%
CC(C)OC(=O)c1cccc(NC(=O)CSc2nnc(N)s2)c1,10%,50%,-3%,i,6%
COc1ccc(C2CC(=O)Oc3cc(OC)c(OC)c(OC)c32)cc1 (stereo not drawn),·,·,-7%,2.8%,·
CC(C)(C)S(=O)N1Cc2cc(CO)cc(CCO)c2[C@@H]1CCO (stereo partly drawn),·,·,-15%,0.4%,·
COc1cccc(CNC(=O)COc2cccc(-n3cnnn3)c2)c1,0%,-6%,-4%,2.3%,-3%
O=C(Nc1sc2c(c1-c1nc3ccccc3[nH]1)CCCC2)C1CC1,7%,17%,11%,1.6%,0%
O=C(Nc1ccccc1)C1CC(=O)n2ncnc2N1 (stereo not drawn),5%,11%,-9%,3.7%,-5%

# Next part:
mol,PhoP GFP inhibition,tuberculosis growth,H1N1 NS1A inhibition,inhibitors of VEEV,M. tuberculosis HTS
Cc1cc2c(cc1C)N(C(=O)CCl)CCN2C(=O)CCl,·,·,-10%,11%,·
COc1cc2c(cc1OC)C(c1cccc(C)c1)CC(=O)N2 (stereo not drawn),-8%,5%,7%,0.4%,3%
Cc1ccccc1OCCCC(=O)Nc1ccc2c(c1)OCO2,4%,52%,0%,1.9%,44%
Cc1cccc(C)c1OCC(O)CNC(C)c1ccccc1 (stereo not drawn),7%,17%,23%,1.1%,-1%
Cc1ccc(S(=O)(=O)CC(=O)N2CCOCC2)cc1,0%,-9%,-8%,0.4%,-8%

# High-throughput results as filed in PubChem.
